mIDH1 inhibitor – qHTS for Inhibitors of mutant isocitrate dehydrogenase 1 (IDH1): qHTS | IDH1-R132H enzyme, NADPH consumption, diaphorase/resazurin fluorescence | Isocitrate dehydrogenase [NADP] cytoplasmic (Homo sapiens), O75874 | Potency, µM (series often up to 76.6 µM), for inactives: at the highest dose activity change, negative = inhibition, most hits filed as inhibitors | AID 602179, 2012 | actives 0.093% (n = 390,000); further: potency means the concentration at half of the fitted maximal effect; on the % scale 0 is the no-effect control and ±100 the full control effect; nearly all actives have a fitted effect of over 65% in size
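IDH1-R132H (0.5 ug/mL) preincubated 30 min with compound, then NADPH (0.016 mM) and alpha-KG (2 mM) added; 80 min at RT, pH 7.5. Remaining NADPH coupled via diaphorase/resazurin to fluorescence (540/590 nm); concentration-response curves normalized to no-enzyme control.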
Vif-APOBEC3F blk – qHTS for Inhibitors of Vif-A3F Interactions: qHTS. HeLa A3F-eYFP + Vif (tagged APOBEC3F with the HIV-1 protein that degrades it), YFP fluorescence increase. actives 0.2% (n = 390,000). Potency, µM (titrated, usually from 46.1 µM), without a hit: top-dose activity, negative = active; further: potency means the concentration at half of the fitted maximal effect; % of control where 0% means no effect; nearly all actives have a fitted effect of over 65% in size
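Fluorescence increase (Ex 488/Em 500-530) after overnight compound treatment at 37 deg C flags inhibition of Vif-driven A3F-eYFP loss in stable HeLa A3F-eYFP/Vif cells seeded overnight beforehand.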
LDHA block – qHTS assay for inhibitors of human lactate dehydrogenase; activity change, % (values are at about 110 or 230 µM); AID 1347041, 2019; L-lactate dehydrogenase A chain (Homo sapiens), P00338; purified LDHA, NADH/diaphorase-resazurin fluorescence; active compounds read low; actives 0.15% (n = 480,000); in the data active means activity change below about -30%; inconclusive means mostly about -25% to -30%;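 further: plate controls were DMSO wells for no effect and wells without enzyme for full effect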
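Resorufin fluorescence (ex540/em590), read at 0 and 20 min after diaphorase/resazurin addition, reports the NADH left after a 5 min room-temperature reaction of 2 nM human LDH5 with 0.06 mM NADH and 0.2 mM pyruvate.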
RXFP1 ag – qHTS Assay for Agonists of the Relaxin Receptor RXFP1 | HEK293T-RXFP1 cAMP TR-FRET, 30 min; response scale: percent of porcine relaxin response, buffer zero | Potency, µM (top dose mostly 57.5 µM), inactives show at the highest dose activation, usual class: activators | actives 0.3% (n = 370,000) | AID 2676, 2010; further: potency means the concentration at half of the fitted maximal effect; on the % scale 0 is the no-effect control and ±100 the full control effect; nearly all actives have a fitted effect of over 60% in size; many of its hits are not listed in these tables
Target sequence (Q9HBX9 whole entry, looked up): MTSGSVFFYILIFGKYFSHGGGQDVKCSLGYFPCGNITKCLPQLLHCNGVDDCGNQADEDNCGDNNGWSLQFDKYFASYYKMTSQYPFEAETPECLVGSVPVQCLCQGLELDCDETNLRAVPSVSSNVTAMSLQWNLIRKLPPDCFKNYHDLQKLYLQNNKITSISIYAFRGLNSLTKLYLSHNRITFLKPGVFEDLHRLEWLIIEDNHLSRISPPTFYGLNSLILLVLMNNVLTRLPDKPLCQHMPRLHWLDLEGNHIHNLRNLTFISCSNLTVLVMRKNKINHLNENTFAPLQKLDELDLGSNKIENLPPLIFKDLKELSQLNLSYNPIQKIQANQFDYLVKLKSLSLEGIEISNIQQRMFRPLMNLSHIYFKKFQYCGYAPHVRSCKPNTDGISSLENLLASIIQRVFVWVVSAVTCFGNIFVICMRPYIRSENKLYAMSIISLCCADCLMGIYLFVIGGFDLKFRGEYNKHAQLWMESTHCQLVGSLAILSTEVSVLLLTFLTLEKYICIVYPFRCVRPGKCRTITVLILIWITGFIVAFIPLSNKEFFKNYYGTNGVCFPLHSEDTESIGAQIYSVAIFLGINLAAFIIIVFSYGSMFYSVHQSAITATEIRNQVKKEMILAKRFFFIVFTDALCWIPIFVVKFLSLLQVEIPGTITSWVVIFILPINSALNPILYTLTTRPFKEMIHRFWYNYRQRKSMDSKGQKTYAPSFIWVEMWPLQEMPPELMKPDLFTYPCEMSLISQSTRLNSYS
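HEK293 cells stably expressing RXFP1, treated 30 min at 37C with compounds plus PDE4 inhibitor Ro 20174; cAMP measured by HTRF TR-FRET. Normalized to buffer and 29 nM porcine relaxin; EC50 by Hill fit.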
TrxR1 substrate – qHTS Assay for Substrates of Mammalian Selenoprotein Thioredoxin Reductase 1 (TrxR1): qHTS; purified TrxR1 substrate turnover, NADPH consumption readout; Potency, µM (top dose mostly 114 µM), for inactives: at the top dose activity change, negative = substrate turnover; actives 0.01% (n = 390,000); further: potency means the concentration at half of the fitted maximal effect; on the % scale 0 is the no-effect control and ±100 the full control effect; nearly all actives have a fitted effect of over 50% in size
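Rat TrxR1, dispensed at 90 nM, was prereduced with 400 uM NADPH (final) for 5 min at ~22 deg C, then incubated with compound 15 min before 400 uM selenite. A first-read NADPH fluorescence drop versus no-compound background flagged substrates.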
PI4K2A inh – qHTS for small molecular inhibitors of PI4K2A | purified PI4K2A, ADP-Glo luminescence, 1 h; active compounds read low | actives 0.13% (n = 420,000) | activity change, negative = inhibition, % at 76.9 µM; in the data active means activity change below about -50%; inconclusive means mostly about -30% to -49%;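 further: -100% = wells without enzyme as full effect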
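ADP-Glo luminescence measured ADP generated by PI4K2A enzyme (4 ug/mL before mixing) with 1.2 mM PI substrate (pre-mix) and 300 microM ATP (pre-mix). Tris pH7.5 buffer with MgCl2, Triton X-100; 1 h reaction at ambient temperature.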
GRP78 ERSR act – qHTS for Inducers of the Endoplasmic Reticulum Stress Response (ERSR) in Human Glioma: qHTS; Potency, µM, for inactives: at the highest dose activation, most hits filed as activators; AID 602332, 2012; U87-MG GRP78 promoter luciferase reporter, 16 h; actives 0.02% (n = 420,000); further: potency means the concentration at half of the fitted maximal effect; series mostly up to about 76 µM; % of control where 0% means no effect; nearly all actives have a fitted effect of over 35% in size
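ERSR induction read as luciferase luminescence (Bright-Glo, 10 min at room temperature) in stably transfected human U87-MG glioma cells exposed to compounds for 16 h, using GRP78 as sensor.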
Vif-APOBEC3G blk – qHTS for Inhibitors of Vif-A3G Interactions: qHTS; DNA dC->dU-editing enzyme APOBEC-3G (Homo sapiens), Q9HC16; HeLa A3G-eYFP + Vif (tagged APOBEC3G with the HIV-1 protein that degrades it), YFP fluorescence, overnight; Potency, µM (series often up to 46.1 µM), for inactives: at the highest dose activity, negative = active, hits mostly inhibitors; actives 0.076% (n = 410,000); AID 602310, 2012;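 further: potency means the concentration at half of the fitted maximal effect; on the % scale 0 is the no-effect control and ±100 the full control effect; nearly all actives have a fitted effect of over 60% in size; hits raise eYFP signal because A3G escapes Vif-driven loss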
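Read-out is eYFP fluorescence (Ex 488/Em 500-530) from Vif-expressing HeLa A3G-eYFP cells; more signal means A3G escaped Vif-mediated degradation. Cells plated overnight, compound pinned in, incubated overnight at 37 deg C.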
USP1 inh – Inhibitors of USP1/UAF1: Primary Screen; Potency, µM (series often up to 57.1 µM), for the others: at the highest dose activity change, negative = inhibition, actives largely listed as inhibitors; Ubiquitin carboxyl-terminal hydrolase 1 (Homo sapiens), O94782; actives 0.23% (n = 390,000); recombinant USP1/UAF1, Ub-Rhodamine cleavage fluorescence; further: potency means the concentration at half of the fitted maximal effect; on the % scale 0 is the no-effect control and ±100 the full control effect; nearly all actives have a fitted effect of over 60% in size; inactives centre near -12
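In this screen, compounds sit with the deubiquitinase complex (1nM) for 15 min at room temperature before Ub-Rho is added at 150nM final. Fluorescence rise is then followed for 6 reads every 60 seconds.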
* marks the source's active call; other numbers are inactive results; ? = inconclusive; · = not tested or not shown; & = joins results of further samples; [ ] = remark or other dose. Unless noted, the call rests on the fitted dose curve; in most records, active means well fitted curve in the direction sought with a large enough effect; inconclusive means small, poorly fitted or top-dose-only effect, or another doubt; inactive means no such curve, though single readings can be large; an effect the other way counts as inactive or inconclusive. An excerpt; rates above refer to the full screens.

SMILES	mIDH1 inhibitor	Vif-APOBEC3F blk	LDHA block	RXFP1 ag	TrxR1 substrate	PI4K2A inh	GRP78 ERSR act	Vif-APOBEC3G blk	USP1 inh
CC(=O)c1cc2c(cc1NC(=O)CCc1ccccc1)OCO2	16%	6%	0	-0.3%	8%	6	8%	-10%	-13%
CC(=O)c1cccc(OCC(=O)c2cc(C)n(-c3cc(C)on3)c2C)c1	34%[activator]	0%	-5	2.4%	-2%	5	-5%	1%	-9%
Cc1cc(SCC(=O)c2ccc(Cl)cc2)nc(=O)[nH]1	7%	-13%	0	3.5%	4%	-12	-13%	-6%	-26%
CS(=O)(=O)Nc1ccccc1C(=O)NCC1(N2CCCCC2)CCCCC1	-5%	7%	-5	-0.2%	81%[activator]	3	-5%	5%	-20%
CCOC(=O)c1ccc2c(c1)N(C(CC)C(=O)Nc1ccccc1OC)C(=O)c1ccccc1S2 (centres undefined)	-6%	4%	-10	-0.3%	5%[57.1 µM]	1	-1%	1%	-26%
O=C(Nc1ccc([N+](=O)[O-])cc1)Nc1ccc(Cl)cc1F	-8%	-2%	-8	-0.7%	-6%[57.1 µM]	-4	2%	1%	-9%
Cc1ccc(NC(=O)CCNS(=O)(=O)c2cccc3nsnc23)cc1F	-7%	7%	-2	2.0%	-3%	1	5%	3%	-4%
Cc1cc(OCC(=O)NCC(c2cccs2)N2CCOCC2)ccc1C(C)C (centres undefined)	-6%	3%	0	-0.4%	-2%	-12	-3%	1%	-15%
Cc1ccc(OCc2nc3ccccc3[nH]2)cc1	0%	1%	-10	1.3%	-2%	-5	-7%	-15%	-7%
COc1cc(OC)c(NC(=O)Nc2ccc3c(c2)N(C)C(=O)c2ccccc2S3)cc1Cl	-3%	1%	3	-2.5%	-6%	0	-1%	4%	-8%

Just mIDH1 inhibitor, GRP78 ERSR act and Vif-APOBEC3G blk, for two of the compounds above:
SMILES	mIDH1 inhibitor	GRP78 ERSR act	Vif-APOBEC3G blk
O=C(Nc1ccc([N+](=O)[O-])cc1)Nc1ccc(Cl)cc1F	-8%	2%	1%
Cc1ccc(NC(=O)CCNS(=O)(=O)c2cccc3nsnc23)cc1F	-7%	5%	3%

New compounds follow.
SMILES	mIDH1 inhibitor	Vif-APOBEC3F blk	LDHA block	RXFP1 ag	TrxR1 substrate	PI4K2A inh	GRP78 ERSR act	Vif-APOBEC3G blk	USP1 inh
CC(=O)Nc1ccc(NC(=O)CCCN2C(=O)C(c3ccccc3)Oc3cccnc32)cc1 (centres undefined)	-8%	-9%	-5	·	·	2	3%	-1%	-11%
COc1ccc(NC(=O)CCCNC(=O)Cn2cnc3sc(C)c(C)c3c2=O)cc1Cl	1%	0%	0	0.6%	8%	-6	-3%	-4%	-21%
CC(=O)N1CCC2(CC1)C(C#N)=C(N)Oc1n[nH]c(C(F)(F)F)c12	6%	1%	-2	-0.6%	-11%[11.4 µM]	4	0%	3%	?
Cc1ccc([C@@H]2C[C@H]3[C@@H](CN2S(=O)(=O)c2ccc(Cl)cc2)C(=O)C[C@@H](c2ccc(Cl)cc2)N3S(=O)(=O)c2ccccc2C)cc1	-1%	-11%	-15	·	·	-1	-6%	-7%	-9%
O=C(O)c1ccc(Nc2cccc(F)c2)c([N+](=O)[O-])c1	-2%	8%	-1	0.7%	7%[57.1 µM]	3	-4%	3%	0%
Cc1ccc2nc(CN3CCN(S(=O)(=O)c4ccc(F)cc4)CC3)oc2c1	-9%	-1%	2	2.2%	-5%[57.1 µM]	2	-2%	2%	-18%
O=C(CN1C2=NCCN2c2ccccc21)c1ccc2c(c1)OCO2	1%	-3%	0	-0.5%	-2%	-6	-3%	-7%	-1%
CC1CCC(=NO)C(=NO)C1 (centres undefined)	3%	-7%	-3	·	12%	-1	-2%	0%	-19%
Cc1csc2sc(-c3ccnc(SCC(=O)NCc4ccccc4)n3)c(C)c12	-8%	5%	-4	?	12%[57.1 µM]	0	0%	?	-9%
Cc1nn2c(=O)c(NC(=O)c3ccc(F)cc3)cnc2s1	-3%	-11%	-5&4	0.1%	-10%	7	-2%	3%	-11%
CN(C)c1ccc(/C=C/c2ccnc3c(O)cccc23)cc1	·	·	4	·	-8%	·	0%	-11%	·
CCCN1CCN(C(=O)c2oc3c(Cl)cccc3c2C)CC1	9%	3%	5	1.7%	-9%[57.1 µM]	0	-6%	-6%	-16%
CC(C)Cc1nnc(NS(C)(=O)=O)s1	0%	-4%	-1	0.3%	1%	-10	3%	0%	-15%
CC(=O)N1CCN(Cc2cc(=O)oc3ccccc23)CC1	·	·	-8	·	·	5	-2%	1%	·
Cc1cccc(NC(=O)C2CCN(C(=O)c3ccccc3C)CC2)n1	-7%	5%	-5	-1.0%	1%	1	-5%	1%	-17%
COc1ccc(OC)c2[nH]c(=O)c(CCNS(=O)(=O)c3ccc(C)cc3)cc12	14%	1%	6	0.2%	9%[57.1 µM]	-1	-6%	1%	-18%
COc1ccc(Br)c(C(=O)N2CCN(S(=O)(=O)/C=C/c3ccccc3)CC2)c1	1%	2%	-8	2.0%	-6%	-10	-3%	0%	-13%
C=C(C)COc1ccc(-c2n[nH]c(C)c2Oc2ccccc2OC)c(O)c1	-2%	-9%	-1	0.4%	-5%	16	-16%	-6%	-16%
COC(=O)Cn1cc(C(=O)c2cccs2)c2ccccc21	8%	2%	-2	2.6%	-7%	0	-5%	1%	-13%
CC(=O)N/C(=C\c1ccccc1)C(=O)OC(C)C(=O)c1ccccc1 (centres undefined)	1%	3%	-4	0.9%	-2%	1	-3%	-1%	-16%

Not a retest: an excerpt of the list.
SMILES	mIDH1 inhibitor	Vif-APOBEC3F blk	LDHA block	RXFP1 ag	TrxR1 substrate	PI4K2A inh	GRP78 ERSR act	Vif-APOBEC3G blk	USP1 inh
COc1ccc(Br)c(C(=O)N2CCN(S(=O)(=O)/C=C/c3ccccc3)CC2)c1	1%	2%	-8	2.0%	-6%	-10	-3%	0%	-13%
C=C(C)COc1ccc(-c2n[nH]c(C)c2Oc2ccccc2OC)c(O)c1	-2%	-9%	-1	0.4%	-5%	16	-16%	-6%	-16%
COC(=O)Cn1cc(C(=O)c2cccs2)c2ccccc21	8%	2%	-2	2.6%	-7%	0	-5%	1%	-13%
CC(=O)N/C(=C\c1ccccc1)C(=O)OC(C)C(=O)c1ccccc1 (centres undefined)	1%	3%	-4	0.9%	-2%	1	-3%	-1%	-16%

Carrying on:
SMILES	mIDH1 inhibitor	Vif-APOBEC3F blk	LDHA block	RXFP1 ag	TrxR1 substrate	PI4K2A inh	GRP78 ERSR act	Vif-APOBEC3G blk	USP1 inh
Cc1ccc(C(=O)N(C)Cc2ccc(N3CCOCC3)cc2)cc1S(=O)(=O)NCc1ccccc1	-9%	-12%	-5	0.2%	-3%	-4	-5%	1%	-12%
O=C(Nc1ccc(N2CCOCC2)cc1)c1cc2ccccc2o1	5%	1%	10	1.4%	-6%	-11	-4%	0%	-11%
Cn1cnc(S(=O)(=O)N2CCCCC2c2cc(C(=O)NCc3ccc(F)cc3)no2)c1 (centres undefined)	·	·	-4	·	·	-10	0%	0%	·
O=C(Nc1nnc(SCC(=O)N2CCCCC2)s1)c1ccccc1F	4%	-3%	-6	-0.4%	-7%	-3	0%	-6%	?
O=C(CSc1ccccc1)NC(=O)NCc1ccccc1	-5%	1%	-6	0.0%	6%	-4	2%	3%	-28%
COc1ccccc1-c1noc(-c2ccc(NCc3cccnc3)c([N+](=O)[O-])c2)n1	19%	0%	-1	-0.5%	1%	1	1%	0%	-1%
Cc1cccc(C)c1-n1c(=O)n(Cc2ccccc2)c(=O)c2[nH]cnc21	4%	4%	-4	2.2%	-16%[57.1 µM]	-1	-2%	1%	-17%
Cc1ccc(-c2nn(CC(=O)Nc3cccnc3)c(=O)c3ccccc23)cc1	-2%	-5%	-5	-0.1%	9%	5	-2%	0%	-13%
COc1cccc(CNC(=O)CN2CCCN(Cc3ccccc3)S2(=O)=O)c1	-6%	-5%	-4	4.1%	2%	-3	-2%	-2%	?
COC(=O)c1ccc([C@H]2Nc3ccc(S(=O)(=O)Nc4cccc(C)c4)cc3[C@H]3C=CC[C@H]32)cc1	-5%	?	2	3.5%	4%	-7	-4%	8%	-27%
COC(=O)C1CCN(C(=O)C2CCC(=O)N(CCc3cccc(F)c3)C2)CC1 (centres undefined)	12%	6%	-7	2.3%	7%	7	0%	-4%	-22%
